FEN1 inh = qHTS Assay for the Inhibitors of Human Flap endonuclease 1 (FEN1) | Recombinant FEN1 flap cleavage, fluorescence, 15 min | AID 588795, 2011 | Potency, µM (top dose mostly 114 µM), for inactives: at the highest dose activity change, negative = inhibition, usual class: inhibitors | P39748 | hit rate 0.35% among 390,000; also: nearly all actives have a fitted effect of over 65% in size
Target sequence (P39748 whole entry, looked up): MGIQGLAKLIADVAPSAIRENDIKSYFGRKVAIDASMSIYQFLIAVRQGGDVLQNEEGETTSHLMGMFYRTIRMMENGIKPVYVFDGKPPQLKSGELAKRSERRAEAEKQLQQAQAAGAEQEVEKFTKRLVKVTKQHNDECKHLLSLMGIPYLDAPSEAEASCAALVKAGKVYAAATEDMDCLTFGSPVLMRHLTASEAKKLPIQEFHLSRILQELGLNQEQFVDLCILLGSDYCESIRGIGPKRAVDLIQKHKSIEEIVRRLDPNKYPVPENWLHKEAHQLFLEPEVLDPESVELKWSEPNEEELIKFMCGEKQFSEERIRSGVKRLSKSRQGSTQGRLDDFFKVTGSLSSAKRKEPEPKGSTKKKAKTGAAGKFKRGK
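Recombinant FEN1 (10 nM) was preincubated with pin-transferred compounds for 15 min at room temperature, then flap DNA substrate (50 nM final) was added. Plates were read at 0 and 15 min, and normalized concentration–response data were fitted to a four-parameter Hill equation.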
N370S GC = qHTS Assay for Inhibitors and Activators of N370S glucocerebrosidase as a Potential Chaperone Treatment of Gaucher Disease; Lysosomal acid glucosylceramidase (Homo sapiens), P04062; Potency, µM (doses to about 59.4 µM), inactives show at the highest dose activity change, negative = inhibition, hits mostly inhibitors; hit rate 0.092% among 330,000; AID 2101, 2009; N370S GC spleen homogenate, 4MU-glucoside fluorescence;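 also: 0% = full enzyme activity and -100% = no enzyme basal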
TDP1 block = qHTS Assay for Inhibitors of Tyrosyl-DNA Phosphodiesterase (TDP1); Tyrosyl-DNA phosphodiesterase 1 (Homo sapiens), Q9NUW8; recombinant TDP1, AlphaScreen DNA substrate cleavage; Potency, µM (series often up to 130 µM), for the others: at the top dose activity change, negative = inhibition, most hits filed as inhibitors; hit rate 0.28% among 350,000; AID 485290, 2010; also: nearly all actives have a fitted effect of over 40% in size
Target sequence (Q9NUW8 whole entry, looked up): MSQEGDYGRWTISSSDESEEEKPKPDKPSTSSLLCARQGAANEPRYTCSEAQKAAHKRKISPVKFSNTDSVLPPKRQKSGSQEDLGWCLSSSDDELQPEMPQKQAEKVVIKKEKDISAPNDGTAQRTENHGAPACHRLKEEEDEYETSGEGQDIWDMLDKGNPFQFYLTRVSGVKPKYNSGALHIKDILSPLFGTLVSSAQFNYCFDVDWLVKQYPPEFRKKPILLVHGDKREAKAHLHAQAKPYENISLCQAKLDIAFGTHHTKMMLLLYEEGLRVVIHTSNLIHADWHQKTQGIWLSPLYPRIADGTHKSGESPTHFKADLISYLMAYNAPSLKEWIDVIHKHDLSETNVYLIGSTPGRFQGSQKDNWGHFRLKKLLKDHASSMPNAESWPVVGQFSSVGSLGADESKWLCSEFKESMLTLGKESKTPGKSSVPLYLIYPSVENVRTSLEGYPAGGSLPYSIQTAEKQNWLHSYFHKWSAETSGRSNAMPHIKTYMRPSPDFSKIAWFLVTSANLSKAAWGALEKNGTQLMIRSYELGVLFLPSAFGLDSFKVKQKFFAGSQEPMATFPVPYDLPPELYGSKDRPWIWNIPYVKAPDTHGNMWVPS
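E. coli-derived human Tdp1, 1 nM final. Cpd preinc 15 min RT; substrate 15 nM final, 5 min RT; AS bead mix 10 ug/ml final, 10 min RT. Signal loss = tyrosine-FITC cleavage. No-enzyme wells = max signal.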
Starred values were filed as active, the others as inactive; ? = inconclusive; nt = no result given; [ ] = dose if it differs, or a comment. Calls follow the shape of the dose curve; as a rule, active = well fitted curve in the direction sought with a large enough effect; inconclusive = small, poorly fitted or top-dose-only effect, or another doubt; inactive = no such curve, though single readings can be large; an effect the other way counts as inactive or inconclusive. Unless noted, % is scaled to controls: 0 for no effect and ±100 for the full control effect; potency is read from the fitted curve at half-maximal effect.

SMILES | FEN1 inh | N370S GC | TDP1 block
COC(=O)c1c(NC(=O)c2cc(=O)c3cc(C)cc(C)c3o2)sc2c1CCC2 | 23% | nt | 2%
COCCCNC(=O)c1ccc(Cn2c(=O)c3cccn3c3cccnc32)cc1 | 4% | nt | 0%
CCN1C(=O)c2cccc3c(S(=O)(=O)Nc4c(C)n(C)n(-c5ccccc5)c4=O)ccc1c23 | -7% | 13% | 1%
Cc1c(C(C)(C)O)[nH]c2cc(C(F)(F)F)ccc12 | -22% | -4% | nt
COc1ccccc1CCNC(=O)c1ccc2c(c1)c(C)c(C)n2Cc1ccc(Cl)cc1 | 6% | nt | 5%
Cc1ccc(SCc2c(C(=O)N/N=C/c3ccoc3)nnn2-c2nonc2N)cc1 | -21% | -3% | 1%
N/C(=N\OC(=O)c1ccc(Cl)cc1Cl)c1ccccn1 | -6% | -2% | 5%
Cc1cccc(/C=C2\CCC(=C3SCCCS3)C2=O)c1 | -9% | 12% | 7%
Cn1ccnc1SCC(=O)Nc1nc2c(F)c(F)c(F)cc2s1 | -6% | 8% | -6%
CC(NC(=O)c1cc([N+](=O)[O-])cc([N+](=O)[O-])c1)C1CC2CCC1C2 (stereo not given) | 8% | -15% | 6%
C[N+](C)(CC#Cc1ccccc1)CC(=O)c1ccccc1 | -4% | -30% | 3%
Cc1cccc(N2CCN(CCCNC(=O)Cn3ncc4c([nH]c5ccccc54)c3=O)CC2C)c1 (stereo not given) | -2% | nt | 2%
CCOc1ccc(CCNC(=O)c2cc3c(-c4cccc(OC)c4)nn(C)c3s2)cc1OCC | -20% | nt | -2%
Cc1cccc(S(=O)(=O)C(C#N)c2nc3ccccc3nc2N2CCCC2)c1 (stereo not given) | -5% | nt | 9%
CC(C)NC(=O)CSc1nnc(CNC(=O)OC(C)(C)C)n1C | 20% | -2% | -1%
Cc1cccc(C)c1NC(=S)/N=C/N(C)C | 4% | 9% | -11%
O=C(CN1CCN(c2ccccc2)CC1)N/N=C/c1cccc(F)c1 | -2% | 1% | 7%
Cc1ccc(C)c(NC(=O)C2CCCN(c3ncnc4onc(C)c34)C2)c1 (stereo not given) | 15% | nt | 2%
O=C(NNC(=S)NCc1ccco1)c1ccc(Cl)s1 | -2% | 4% | 3%
CC(Oc1ccccc1)C(=O)Nc1ccc(F)c(S(=O)(=O)N2CCOCC2)c1 (stereo not given) | 8% | 0% | 11%

Filtered by structure, those above containing a furan ring, fused or not
SMILES | FEN1 inh | N370S GC | TDP1 block
Cc1ccc(SCc2c(C(=O)N/N=C/c3ccoc3)nnn2-c2nonc2N)cc1 | -21% | -3% | 1%
O=C(NNC(=S)NCc1ccco1)c1ccc(Cl)s1 | -2% | 4% | 3%

(cont.)
SMILES | FEN1 inh | N370S GC | TDP1 block
COc1cc(/C=C2/C(=O)N(c3ccccc3)N=C2C)ccc1OS(=O)(=O)c1ccccc1 | nt | 3% | 1%
COCC(C)OC(=O)c1c(N)n(CC(C)C)c2nc3ccccc3nc12 (stereo not given) | -9% | ? | 2%
Cc1ccc(S(=O)(=O)NCCCN(C)C)cc1 | -2% | 2% | 2%
Cc1cccc(CCN(CC(=O)NCc2ccc(F)cc2)C(=O)c2csnn2)c1 | -2% | -3% | 0%
O=C(CN1CCOCC1)NN=C1CCCCCCCCCCC1 | 7% | 21% | 5%
COc1ccc(Nc2nc(C)nc(N)c2S(=O)(=O)c2ccccc2)cc1 | 19% | nt | 2%
CN(CC(=O)NNC(=O)CNC(=O)c1cccs1)S(=O)(=O)c1ccc(Cl)cc1 | 10% | -2% | nt
COc1cc(C2CC(=O)C=C(O)C2)cc(OC)c1OC (stereo not given) | -3% | 3% | 7%
CCOC(=O)Cc1ccc(NC(=O)N2CC(CC)Oc3ccccc32)cc1 (stereo not given) | 3% | nt | 3%
CCC(C(=O)NC1CCCC1)N(C(=O)c1snc(C(N)=O)c1N)c1ccc(C)cc1C (stereo not given) | 4% | 3% | 0%

Whole records, quoted from the list. Values in the order: FEN1 inh	N370S GC	TDP1 block
`CN(CC(=O)NNC(=O)CNC(=O)c1cccs1)S(=O)(=O)c1ccc(Cl)cc1` reads 10%	-2%	nt
`COCC(C)OC(=O)c1c(N)n(CC(C)C)c2nc3ccccc3nc12` (stereo not given) reads -9%	?	2%
`Cc1ccc(S(=O)(=O)NCCCN(C)C)cc1` reads -2%	2%	2%
`O=C(CN1CCOCC1)NN=C1CCCCCCCCCCC1` reads 7%	21%	5%
`COc1cc(C2CC(=O)C=C(O)C2)cc(OC)c1OC` (stereo not given) reads -3%	3%	7%

The list continues.
SMILES | FEN1 inh | N370S GC | TDP1 block
Cc1cc(N(CN2CCCC2=O)C(=O)c2ccc(OC(C)C)cc2)no1 | -2% | -15% | 1%
O=C(OCCN(CCOC(=O)c1ccncc1)S(=O)(=O)c1cccs1)c1ccncc1 | 5% | 0% | 6%
O=C(c1cc(-c2cccnc2)nc2ccc(Cl)cc12)N1CCN(S(=O)(=O)c2cccs2)CC1 | -9% | 2% | 1%
COC(=O)C1(CC2CC(c3ccc(Cl)cc3)=NO2)CCN(C(=O)OC(C)(C)C)CC1 (stereo not given) | 1% | -13% | -5%
CC12CC3CC(C)(C1)CC(NCc1ccncc1)(C3)C2 | 5% | 3% | 0%
Cc1c(C)c2c(OCC(=O)Nc3cccnc3)cc3c(c2oc1=O)CCC(C)(C)O3 | -13% | -6% | nt
O=C(c1ccc(OC2CCN(CCc3ccccc3)CC2)cc1)N1CCCC(CO)C1 (stereo not given) | -3% | 4% | nt
COc1ccc(-c2ccnc3ncnn23)cc1 | -1% | 11% | 0%
CCCC(c1nnnn1Cc1ccc(OC)cc1)N1CCN(c2ccccc2OC)CC1 (stereo not given) | -14% | -1% | 5%
O=C1CC(N2CCC(c3nc4ccccc4o3)CC2)C(=O)N1Cc1cccs1 (stereo not given) | -3% | 11% | 5%
COc1ccc(CCNS(=O)(=O)c2ccc3c(c2)CC(C)N3C(C)=O)cc1OC (stereo not given) | 6% | 16% | 5%
O=C(Nc1nc2c(s1)CCCC2)c1nn(Cc2ccccc2)c(=O)c2ccccc12 | -2% | -2% | -3%
CC(=O)c1ccc(NC(=S)N2CCCCCC2)cc1 | 4% | -1% | 3%
Cc1ccc(N(C(=O)C(F)(F)F)C(C(=O)NC2CCCCC2)c2ccncc2)cc1C (stereo not given) | -30% | 23% | -3%
Cc1ccccc1C(=O)NC(C)C(c1cccs1)N1CCOCC1 (stereo not given) | -3% | 2% | -2%
O=[N+]([O-])c1ccc(C(c2sc3nc(-c4ccco4)nn3c2O)N2CCC3(CC2)OCCO3)cc1 (stereo not given) | 1% | nt | -3%
O=C(Nc1ccccc1N1CCOCC1)c1ccc2nc[nH]c2c1 | -5% | -15% | nt
COc1ccc(N2CCN(C(=O)C3CCCO3)CC2)cc1 (stereo not given) | -7% | 1% | 5%
COC(=O)C1(C)NC(c2ccc(O)cc2)C2C(=O)N(c3ccc4c(c3)OCCO4)C(=O)C21 (stereo not given) | -4% | -18% | 4%
CCCCN(C)CCCNC(=O)c1ccc2c(c1)NC(=O)C(N1CCOCC1)S2 (stereo not given) | -1% | 20% | 2%
CCc1ccc(C2N(c3ccc(OC)cc3)C(=O)C3CCCN32)cc1 (stereo not given) | 17% | -2% | 4%
COc1ccc(CCNC(=O)CC2SC(=NCc3ccccc3)NC2=O)cc1 (stereo not given) | 2% | -3% | -4%
COc1ccc(/C=N/S(=O)(=O)c2ccccc2)cc1OC | -7% | -5% | 4%
Fc1ccc(-c2ccnc3nc(N4CCOCC4)nn23)cc1 | -13% | ? | 4%
Cc1ccc2nc3nc(NCC4CCCO4)c(C(=O)NC4CCCCC4)cc3c(=O)n2c1 (stereo not given) | nt | 0% | -1%
COc1cccc2cc(-c3nnc(Nc4ccccc4C)s3)c(=O)oc12 | -1% | nt | 3%
COc1ccc(OCCCC(=O)OC(C)C(=O)Nc2ccccc2[N+](=O)[O-])cc1 (stereo not given) | 6% | 1% | nt
COC(=O)c1sccc1S(=O)(=O)Nc1ccc(S(N)(=O)=O)cc1 | -3% | 3% | 6%
CN(C(=O)COC(=O)c1cc(=O)[nH]c2ccccc12)C1CCCCC1 | -3% | nt | 0%[56.1 µM]
O=C(CC1CC2CCC1C2)OCC(=O)c1c[nH]c2ccccc12 (stereo not given) | -17% | 15% | 0%
O=c1[nH]c(C(Cl)Cl)nc2sc3c(c12)CCN(Cc1ccccc1)C3 | -32% | 5% | nt
O=C(CSc1nc(-c2ccco2)cc(C(F)(F)F)n1)N1CCN(Cc2ccccc2)CC1 | -3% | -7% | 2%
COc1ccc(CC(=O)N2CCNC2=O)cc1 | -1% | -18% | 1%
CC(C)CC(=O)Nc1c(C(=O)N2CCN(Cc3ccccc3)CC2)oc2ccccc12 | -10% | -3% | nt
Cc1ccc(OCc2ccc(Br)cc2)c([N+](=O)[O-])n1 | nt | 2% | -3%
CN(Cc1cccnc1)C(=O)Cc1ccc(NS(=O)(=O)c2cccc(C(F)(F)F)c2)cc1 | 2% | -14% | -10%
CC(CNC(=O)CCc1cn(Cc2ccccc2Cl)c2ccccc12)c1ccccc1 (stereo not given) | -10% | nt | 3%
COCCNc1ncnc2c1c(-c1ccccc1)cn2-c1ccc(C)c(Cl)c1 | -15% | nt | 3%
C/C(=N\O)C(=O)OC1CC(C)CCC1C(C)C (stereo not given) | -21% | 13% | 3%
CCOc1ccccc1CN1CCc2nc(N3CCN(C)CC3)ncc2C1 | 1% | nt | 4%
O=c1cc(-c2ccccc2)cc(-c2ccccc2)n1CCCO | 6% | -9% | -3%
Cc1ccccc1NC(=O)c1c([N+](=O)[O-])c(C(C)(C)C)nn1C | 0% | 6% | -1%
CCCCNC(=O)C1CCN(S(=O)(=O)c2cc(Br)cc3c2N(C(=O)CC)CC3)CC1 | -21% | nt | 4%
CCN1CCN(CCNC(=O)C2CCCN(Cc3nc(-c4cccc(Cl)c4)oc3C)C2)CC1 (stereo not given) | -2% | 1% | 4%
CC(Sc1nc2ncc(Cl)cc2[nH]1)C(=O)Nc1ccc(C(N)=O)cc1 (stereo not given) | -12% | -3% | nt
Cc1nn(-c2ccc(N3CCOCC3)nn2)c(C)c1CCC(=O)NCc1ccc(OC(C)C)cc1 | -11% | nt | -2%
C#CCN(CC=C)C(=O)CCc1nnc(COc2ccccc2)o1 | 2% | -12% | -7%
COc1ccc(N2C(=O)CC(NNC(=O)c3ccc(Br)s3)C2=O)cc1 (stereo not given) | 1% | -1% | 8%
CSCC[C@H](NC(=O)OC(C)(C)C)c1nnc(SCc2ccccc2)o1 | -12% | 5% | 8%
COc1ccc2c(c1)nc(SCC(C)O)n2C (stereo not given) | 3% | 5% | 0%

Continued:
SMILES | FEN1 inh | N370S GC | TDP1 block
Oc1ccc2c(c1)c1c3n2CCNC3CCC1 (stereo not given) | -10% | -8% | nt
COc1ccc(C(=O)NC(C)c2nnc(SCC(=O)Nc3nc(C)cs3)n2C)cc1 (stereo not given) | 0% | 2% | -5%
CC1CCCCC1NC(=O)Cn1cnc2c1c(=O)n(C)c(=O)n2C (stereo not given) | -1% | nt | 1%
O=C(COc1ccc(Cl)cc1)NCCN1CCCCC1 | 4% | 2% | 3%
CC(C)(CO)NC12CC3CC(CC(C3)C1)C2 | -11% | 5% | 3%
Cc1ccc(-c2nc3sc(CCNC(=O)c4ccco4)c(C)n3n2)cc1 | -2% | nt | 0%
C#CCNC(=O)C1=C[C@H](c2csc3ccccc23)C[C@H](OCc2ccc(CO)cc2)O1 | 4% | 15% | 4%
CCN(CC)S(=O)(=O)c1cccc(C(=O)Nc2nnc(C)s2)c1 | -11% | 11% | 6%
C[C@]12CC[C@@H](O)C[C@@H]1CC[C@@H]1[C@@H]2CC[C@]2(C)C=CC[C@@H]12 | nt | 4% | 6%
COc1ccc(CCNC(=O)C2CC(c3cccc([N+](=O)[O-])c3)=NO2)cc1 (stereo not given) | 10% | 4% | 5%
CN(C)c1cc[n+](CC(=O)N2c3ccccc3Sc3ccccc32)cc1 | 10% | -7% | 1%
COc1ccc(-n2c(C)nc3cc(C(=O)O)ccc32)cc1 | -17% | 2% | 2%
CN(Cc1nc2ccccc2[nH]1)C(=O)C1CCC(=O)N(CCc2cccc(F)c2)C1 (stereo not given) | 1% | -18% | 3%
CCc1nnc(SCC(=O)Nc2ccc(F)cc2F)c2cc3sc(C)cc3n12 | 17% | nt | 3%
CC(=O)c1cccc(NC(=O)COC(=O)CCc2ccc(S(=O)(=O)N3CCOCC3)cc2)c1 | -2% | -3% | 1%
COc1ccc(-c2cc3ccc(F)cc3cn2)cc1 | 3% | nt | 1%
